GAA spleen mod – inhibits or activates alpha-glucosidase in human spleen homogenate; human spleen homogenate, 4-MU-alpha-glucoside fluorescence; Potency, µM (top dose mostly 79.9 µM), without a hit: top-dose activity change, negative = inhibition, usual class: inhibitors; hit rate 0.006% among 240,000;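 further: 0% = enzyme with vehicle and -100% = no enzyme basal signal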
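Compounds were titrated against alpha-glucosidase in spleen homogenate at pH 5.0, with 1 mM 4-methylumbelliferyl substrate for 40 min at 37 C. Reactions were quenched with pH 10 NaOH/glycine and fluorescence measured.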
GoLoco inh red – inhibitors of human Gai1-RGS12 GoLoco interaction (red fluorophore); P63096; Gai1:RGS12 GoLoco peptide FP, rhodamine, 10 min; Potency, µM (highest dose often 61.6 µM), for inactives: top-dose activity, negative = inhibition, usual class: inhibitors; hit rate 0.44% among 230,000; active means well fitted inhibition curve with a large enough effect, not every such curve was filed as active; inactive means no such curve, though single readings can be large or run the other way; further: on the % scale 0 is the no-effect control and ±100 the full control effect; nearly all actives have a fitted effect of over 30% in size; many of its hits are not listed in these tables
Target sequence (P63096 whole entry, looked up): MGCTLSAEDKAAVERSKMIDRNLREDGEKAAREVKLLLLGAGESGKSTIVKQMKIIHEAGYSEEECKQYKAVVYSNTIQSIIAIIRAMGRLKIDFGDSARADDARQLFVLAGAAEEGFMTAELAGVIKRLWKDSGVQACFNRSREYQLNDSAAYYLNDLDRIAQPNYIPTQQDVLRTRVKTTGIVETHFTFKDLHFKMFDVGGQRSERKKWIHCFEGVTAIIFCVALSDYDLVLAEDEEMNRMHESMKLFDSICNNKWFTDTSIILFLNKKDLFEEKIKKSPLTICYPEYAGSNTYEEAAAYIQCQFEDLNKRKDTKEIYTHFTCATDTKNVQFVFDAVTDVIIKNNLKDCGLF
ALDH1A1 inh – blocks purified human ALDH1A1 activity; hit rate 7.3% among 220,000; P00352; Purified ALDH1A1, NADH fluorescence, propionaldehyde substrate; Potency, µM (doses to about 75.3 µM), for the others: at the highest dose activity, negative = inhibition, actives largely listed as inhibitors; active means well fitted inhibition curve with a large enough effect, not every such curve was filed as active; inconclusive means small, poorly fitted or top-dose-only effect, or another doubt; inactive means no such curve, though single readings can be large or run the other way;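 further: plate controls were no enzyme wells and a reference inhibitor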
KDM4E inh – JMJD2E (human) inhibition; B2RXH2; hit rate 1.6% among 230,000; Potency, µM (doses to about 57.1 µM), without a hit: at the top dose activity change, negative = inhibition, actives largely listed as inhibitors; JMJD2E catalytic domain, FDH-coupled NADH fluorescence (FDH is formaldehyde dehydrogenase); AID 2147; active means well fitted inhibition curve with a large enough effect, not every such curve was filed as active; inconclusive means small, poorly fitted or top-dose-only effect, or another doubt; inactive means no such curve, though single readings can be large or run the other way;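 further: 0% = wells with enzyme and -100% = buffer wells without enzyme; nearly all actives have a fitted effect of over 50% in size; many of its hits are not listed in these tables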
Target sequence (B2RXH2 1-337 limits assumed): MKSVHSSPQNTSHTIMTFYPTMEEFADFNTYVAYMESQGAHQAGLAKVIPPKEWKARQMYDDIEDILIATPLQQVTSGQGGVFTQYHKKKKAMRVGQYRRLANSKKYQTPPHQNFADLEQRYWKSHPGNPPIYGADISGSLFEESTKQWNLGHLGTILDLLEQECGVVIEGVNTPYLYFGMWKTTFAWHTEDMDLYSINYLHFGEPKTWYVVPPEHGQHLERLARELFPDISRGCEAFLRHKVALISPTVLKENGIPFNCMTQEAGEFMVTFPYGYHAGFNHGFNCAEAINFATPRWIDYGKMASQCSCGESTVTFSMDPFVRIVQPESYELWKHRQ
SMN2 splice enh – enhancers of SMN2 splice variant expression | HEK293 SMN2-luciferase splicing reporter, luminescence, 30-36 h | Potency, µM (series often up to 46.1 µM), for inactives: top-dose activity change, positive = activation, most hits filed as activators | hit rate 2.8% among 210,000 | AID 1458; further: % of control where 0% means no effect; nearly all actives have a fitted effect of over 55% in size
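HEK293 cells carry an SMN2 minigene-luciferase reporter in which exon 7 inclusion puts luciferase in frame. Cells were seeded at 2000 cells/well, attached for 10-12 hours, then exposed to compounds for 30-36 hours at 37C before ONE-Glo luminescence.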
GAA inh – inhibitors of human lysosomal alpha-glucosidase. P10253. hit rate 0.005% among 200,000. Potency, µM (top dose mostly 76.9 µM), for the others: at the top dose activity change, negative = inhibition, most hits filed as inhibitors. purified human GAA, 4-MU-alpha-glucoside fluorescence. AID 1466;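 further: plate controls were uninhibited enzyme wells for no effect and no-enzyme background for full effect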
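Read-out is 4-methylumbelliferone fluorescence (Ex 365/Em 440 nm) after NaOH/glycine stop at pH 10. Enzyme 4 nM, substrate 400 uM, pH 5.0 citrate buffer, 20 min room temperature; AC50 from Hill-equation concentration-response.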
aGal spleen mod – alpha-galactosidase A (human) modulation | human spleen homogenate, 4MU-alpha-Gal fluorescence, 40 min | Potency, µM (series often up to 80 µM), for the others: at the top dose activity change, negative = inhibition, most hits filed as inhibitors | hit rate 0.008% among 240,000 | P06280;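 further: 0% = enzyme with vehicle and -100% = no enzyme basal signal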
Target sequence (P06280 32-429 limits assumed): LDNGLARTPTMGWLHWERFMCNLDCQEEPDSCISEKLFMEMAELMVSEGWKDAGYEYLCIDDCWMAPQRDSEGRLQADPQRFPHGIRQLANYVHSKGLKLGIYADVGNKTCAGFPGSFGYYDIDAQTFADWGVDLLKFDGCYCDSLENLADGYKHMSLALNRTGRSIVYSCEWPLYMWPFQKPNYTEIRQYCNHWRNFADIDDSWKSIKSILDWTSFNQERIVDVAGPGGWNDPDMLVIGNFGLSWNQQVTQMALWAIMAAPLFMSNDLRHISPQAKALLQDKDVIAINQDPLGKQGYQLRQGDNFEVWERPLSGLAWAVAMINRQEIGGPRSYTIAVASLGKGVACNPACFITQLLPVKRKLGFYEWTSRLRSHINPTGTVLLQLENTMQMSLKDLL
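Human spleen homogenate (1 ug) as enzyme source, 4-methylumbelliferyl-alpha-D-galactopyranoside 1 mM final, citrate/phosphate pH 5.0 with 0.01% Tween-20. Compounds 40 min at 37C, NaOH/glycine stop; fluorescence Ex 365/Em 440, Hill-fit AC50.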
GAA glycogen – alters human alpha-glucosidase cleavage of glycogen. P10253. AID 2100. recombinant GAA, glycogen substrate, Amplex Red glucose oxidase fluorescence. hit rate 0.38% among 300,000. Potency, µM (titrated, usually from 76.4 µM), inactives show top-dose activity change, negative = inhibition, actives largely listed as inhibitors;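 further: 0% = full enzyme reaction and -100% = no-enzyme basal signal; the screen sought inhibitors and activators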
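Natural-substrate format: glycogen cleavage by 4 nM human enzyme, glucose read by Amplex Red coupling (Ex 573, Em 610 nm). Normalized to enzyme and no-enzyme controls.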
The depositor's hits bear a star; u = inconclusive; x = not tested or not shown; [ ] = remark or other dose. Unless noted, the call rests on the fitted dose curve; in most records, active means well fitted curve in the direction sought with a large enough effect; inconclusive means small, poorly fitted or top-dose-only effect, or another doubt; inactive means no such curve, though single readings can be large; an effect the other way counts as inactive or inconclusive. Potency means the concentration at half of the fitted maximal effect. A portion of the library; rates above refer to the full screens.

Values in the order – SMN2 splice enh	ALDH1A1 inh	GAA glycogen	GAA spleen mod	aGal spleen mod	KDM4E inh	GAA inh	GoLoco inh red
- CCCCNCCOCCOc1ccccc1-c1ccccc1
    -9%	u	12%	2%	-15%	u	-4%	-3%
- C=CCNC(=S)NNC(=O)c1ccc(=O)n(Cc2ccc(Cl)cc2Cl)c1
    -31%[inhibitor]	-4%	u	-2%	4%	1%	-14%	-7%
- O=C(Nc1ccccc1)Nc1nc(-c2ccc(Cl)cc2)cs1
    -8%	-12%	-2%	1%	7%	10%	1%	14%
- CC(NC(=O)c1ccccc1F)c1nnc(SCC(=O)N2CCN(c3ccccc3)CC2)n1C (stereo not given)
    -5%	5%	6%	1%	-2%	-1%	-15%	12%
- CCN(C(=O)c1cnc(NC(C)C)cc1C(F)(F)F)c1ccc(Cl)cc1Cl
    x	u	-1%	0%	9%	u	u	5%
- O=C(Cc1nnc(NC(=O)c2ccccc2)s1)N/N=C/c1ccco1
    -3%	11%	9%	-6%	-4%	7%	0%	5%
- CC1=C(C(=O)NC2CCC(C)CC2)C2(CCC(C)CC2)OC1=O (stereo not given)
    6%	-5%	0%	-9%	-1%	-9%	4%	14%
- O=C(NCCCN1CCCC1)c1cccc(N2CCCC2=O)c1
    15%	-4%	1%	2%	7%	3%	4%	-18%
- CCCCN(C(=O)CSc1nnc(Nc2ccc(C)c(C)c2)s1)c1c(N)n(Cc2ccccc2)c(=O)[nH]c1=O
    22µM*	-15%	2%	-12%	5%	u	-3%	18%
- CCC/C(O)=C1\C(=O)CC(c2ccccc2)CC1=NC (stereo not given)
    -7%	6%	0%	0%	9%	6%	3%	8%
- CSc1nc(N)c2ncn([C@H]3O[C@H](COP(=O)(O)OP(=O)(O)OP(=O)(O)O)[C@@H](O)[C@@H]3O)c2n1
    x	-1%	x	-1%	3%	-25%	x	6%
- O=C(NC(=S)Nc1ccccc1[N+](=O)[O-])c1ccco1
    -19%	u	3%	0%	10%	-9%	1%	-5%
- Cc1cc(C)c2c(N)c(C(=O)c3ccccc3)oc2n1
    -7%	u	1%	-4%	-2%	u	-7%	-1%
- CC(=O)N1c2ccc(Cl)cc2C2C=CCC2C1c1cccc2ccccc12 (stereo not given)
    u	u	-5%	-10%	-6%	-6%	1%	36%[activator]
- COC(=O)C(C(=O)OC)=C(/C=C/C=C/N(C)C)N(C)C
    -7%	-10%	9%	-4%	0%	u	u	-33%
- O=C(COc1cccnc1[N+](=O)[O-])Nc1ccc(S(=O)(=O)N2CCOCC2)cc1
    4%	-2%	-2%	x	-9%	5%	u	4%
- CCC1(c2ccc(Cl)cc2)NC(=S)N(c2ccc(C)c(C)c2)N1 (stereo not given)
    x	x	-9%	4%	6%	-8%	x	0%
- CSc1sc(C)cc1C1C(C#N)=C(N)N(c2cccnc2)C2=C1C(=O)CC(C)(C)C2 (stereo not given)
    x	7%	-6%	-7%	-6%	-19%	1%	x
- CCCCn1c(SCC(=O)Nc2nnc(CC)s2)nc2c1c(=O)n(C)c(=O)n2C
    -40%[inhibitor]	6%	2%	-1%	6%	-3%	-8%	-6%
- Cc1c(NC(=O)C(C)n2cc([N+](=O)[O-])cn2)c(=O)n(-c2ccccc2)n1C (stereo not given)
    -1%	1%	3%	5%	0%	-1%	-6%	9%

Record cards, as listed above. Order of values: SMN2 splice enh	ALDH1A1 inh	GAA glycogen	GAA spleen mod	aGal spleen mod	KDM4E inh	GAA inh	GoLoco inh red
O=C(COc1cccnc1[N+](=O)[O-])Nc1ccc(S(=O)(=O)N2CCOCC2)cc1 is listed as 4%	-2%	-2%	x	-9%	5%	u	4%
CCCCN(C(=O)CSc1nnc(Nc2ccc(C)c(C)c2)s1)c1c(N)n(Cc2ccccc2)c(=O)[nH]c1=O is listed as 22µM*	-15%	2%	-12%	5%	u	-3%	18%
C=CCNC(=S)NNC(=O)c1ccc(=O)n(Cc2ccc(Cl)cc2Cl)c1 is listed as -31%[inhibitor]	-4%	u	-2%	4%	1%	-14%	-7%

More records.
Values in the order – SMN2 splice enh	ALDH1A1 inh	GAA glycogen	GAA spleen mod	aGal spleen mod	KDM4E inh	GAA inh	GoLoco inh red
- O=C(Nc1ccc(S(=O)(=O)N2CCOCC2)cc1)c1ccc([N+](=O)[O-])o1
    x	x	-5%	-1%	4%	-4%	x	6%
- Cc1ccc(C(=O)NCCN2CCOCC2)cc1Cl
    3%	2%	3%	1%	5%	2%	-10%	6%
- COc1ccc(C)cc1NC(=O)CN1CCN(S(=O)(=O)c2ccc(Cl)cc2)CC1
    -36%[inhibitor]	0.32µM*	-4%	-2%	2%	-5%	u	0%
- Clc1ccc(Oc2nc(N3CCOCC3)nc(N3CCOCC3)n2)cc1
    -9%	11%	-5%	1%	7%	5%	-3%	4%
- COc1ccc(CSc2ncn[nH]2)cc1[N+](=O)[O-]
    3%	u	-4%	7%	8%	7%	2%	-1%
- COc1ccccc1N1CCN(c2ccc(Cl)nn2)CC1
    x	-7%	-9%	4%	8%	-10%	u	7%
- CN(C)C(=O)c1c(NC(=O)c2ccco2)sc2c1CCCCC2
    -17%	u	u	1%	11%	0%	6%	-7%
- Oc1ccc2[nH]cnc2c1CN1CCCCC1
    5%	10%	-9%	-5%	0%	u	-3%	8%
- CCCCCCOC(=O)c1ccccc1NC(=O)/C=C/C(=O)O
    -63%[inhibitor]	u	-1%	-5%	0%	u	4%	3%
- Cc1cc(NS(=O)(=O)c2ccc(NC(=O)c3cnc4scc(C)n4c3=O)cc2)nc(C)n1
    13%	u	9%	-6%	2%	-7%	1%	3%
- NC(=S)Nc1ccc2c(c1)OCO2
    17%	2%	-7%	-13%	20%	1%	0%	3%
- COc1ccc(C(=O)N(C)c2c(C)n(C)n(-c3ccccc3)c2=O)cc1OC
    -7%	7%	-4%	13%	9%	-6%	2%	5%
- COc1ccc2cc(C(c3nnnn3Cc3ccccc3)N3CCCCCC3)c(=O)[nH]c2c1 (stereo not given)
    -14%	14µM*	17%	-8%	0%	u	-10%	3%
- Cc1ccn2cc(-c3nonc3C)cc2c1
    u	6%	-15%	-3%	4%	-28%	-8%	5%
- O=C(CSc1nn(-c2ccccc2)c(=S)s1)NC1CCS(=O)(=O)C1 (stereo not given)
    0%	-10%	16%	-2%	-3%	8%	-5%	-1%
- CN1CCN(/N=C/c2c3ccccc3c(Cl)c3ccccc23)CC1
    -9%	-15%	5%	2%	4%	-18%	0%	3%
- CCN(C(=O)COC(=O)c1c(-c2ccccc2)noc1C)C1CCS(=O)(=O)C1 (stereo not given)
    1%	-8%	5%	-1%	6%	2%	7%	-38%
- CC(Sc1nc2ccccc2s1)C(=O)Nc1nnc(C(C)C)s1 (stereo not given)
    0%	-2%	0%	-5%	-7%	-2%	2%	-3%
- COCC(=O)N1CCC[C@@]2(CCN(Cc3ccccc3)C2)C1
    2%	-4%	x	0%	0%	x	x	8%
- O=C(O)c1cc([N+](=O)[O-])ccc1Nc1ccccc1
    14%	-3%	2%	-5%	5%	-6%	-3%	-7%

(list continues)
Values in the order – SMN2 splice enh	ALDH1A1 inh	GAA glycogen	GAA spleen mod	aGal spleen mod	KDM4E inh	GAA inh	GoLoco inh red
- Cc1ccc2cc(C(c3nnnn3C3CCCC3)N3CCN(c4ccc(F)cc4)CC3)c(=O)[nH]c2c1 (stereo not given)
    -30%	11µM*	4%	5%	-10%	u	-22%	-1%
- CC(=O)N1CCN(Cc2nc3scc(-c4ccccc4)c3c(=O)[nH]2)CC1
    -7%	-5%	7%	x	12%	-23%	-4%	13%
- CCOc1ccccc1/C=N/NC(=O)CNC(=O)c1cccs1
    -6%	7%	-5%	1%	-4%	-6%	1%	-1%
- Cc1cc(Br)ccc1OCC(=O)NNC(=O)C(=O)Nc1ccccc1
    x	15%	-4%	2%	0%	6%	2%	8%
- CCO[C@H]1OC(C(=O)Nc2ccccc2)=C[C@@H](c2ccc(C(F)(F)F)cc2)[C@@H]1CCCO
    x	-14%	-24%	-3%	-1%	u	x	5%
- O=C1CCC([N+](=O)[O-])C(c2ccc3c(c2)OCO3)N1 (stereo not given)
    x	2%	-5%	4%	3%	2%	-19%	-7%
- O=C(O)CC1C(=O)NCCN1CCCc1ccccc1 (stereo not given)
    -18%	u	-1%	5%	4%	-5%	-8%	5%
- COc1ccccc1-n1c(SCC(=O)NC(C)(C)C)nnc1-c1ccco1
    -14%	-5%	4%	-6%	-1%	7%	-2%	2%
- Cc1ccc(NS(=O)(=O)c2ccc(OCC(=O)Nc3cccc([N+](=O)[O-])c3)c(C)c2)cc1
    6%	0%	-13%	-3%	5%	-7%	u	0%
- Cc1nc2nc[nH]c2cc1Br
    3%	-20%	-3%	2%	-3%	-5%	3%	5%
- CC1(C)CC(=O)c2cn3nc(C(F)(F)F)nc3nc2C1
    16%	u	4%	-5%	-7%	0%	-9%	5%
- CCCNC(=O)C(Cc1ccccc1)NS(=O)(=O)c1ccc2c(c1)CCC(=O)N2 (stereo not given)
    -15%	-13%	-34%	4%	6%	4%	-8%	-7%
- CN1CCC(N(C)C(=S)NC(=O)c2cc(-c3cccc(Br)c3)nc3ccccc23)CC1
    -10%	u	-19%	-13%	1%	-12%	2%	11%
- COc1ccc(OCC(=O)N/N=C(\C)CC(=O)Nc2ccc(OC)cc2[N+](=O)[O-])cc1
    -29%	20µM*	-15%	-5%	-5%	30%	-2%	2%
- CCOc1ccc(N2C(=O)CC(N3CCOCC3)C2=O)cc1 (stereo not given)
    6%	u	-3%	-3%	-5%	-2%	-9%	10%
- COc1ccc(NC(=O)c2ccc(C#N)cc2)cc1NS(=O)(=O)c1ccc(F)cc1
    20%	4%	-10%	6%	-7%	19%	0%	12%
- COc1cc2[nH]c(=O)c(C(=O)NCCCN3CCCCC3)c(O)c2cc1OC
    u	u	-11%	-5%	-5%	u	4%	6%
- CCOc1cc(CNCC(C)C)c(Cl)cc1OCC(=O)Nc1ccccc1
    -27%	u	9%	2%	6%	14%	-4%	8%
- COc1cc(/C=N/NC(=O)C2CCN(CC(O)COCc3ccccc3)CC2)cc(OC)c1OC (stereo not given)
    7%	-17%	-2%	0%	-8%	u	-1%	4%
- CCc1cc2c(-c3ccccc3)cc(=O)oc2c(CN2CCOCC2)c1O
    -15%	u	-5%	5%	3%	u	0%	-11%
- NS(=O)(=O)c1ccc(CCNCc2cc(Br)ccc2OCc2ccccc2)cc1
    -30%	-13%	-13%	0%	-1%	4%	-10%	-13%

Source: PubChem BioAssay
